PHOSPHO1 inh: blocks human PHOSPHO1 phosphatase activity | inhibition, % at 13.3 µM | recombinant PHOSPHO1, absorbance phosphatase assay | 290,000 compounds, 1.1% hits | Q8TCT1; in the data active = inhibition above about 60%
GPR7 antagonist: blocks human GPR7 receptor signaling; P48145; GPR7-expressing cells, fluorescence antagonist assay; inhibition, % at 4.4 µM; 290,000 compounds, 1.1% hits; in the data active = inhibition above about 16%, passing the limit was not always enough;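 note: cells stimulated with the agonist NPW; 0% = agonist with vehicle and 100% = vehicle without agonist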
IDE inh: inhibitors of human insulin-degrading enzyme in cells | P14735 | HEK cells, FAbetaB cleavage, fluorescence polarization | inhibition, % at 5.59 µM | 320,000 compounds, 0.41% hits | AID 434962;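 active = percent inhibition above the average of all tested compounds plus 3 SD, set per screening campaign, cut at about 16% in these data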;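 note: IDE supplied by intact live HEK cells; FP after avidin binding of uncleaved biotin substrate so inhibition keeps polarization high; 0% = DMSO wells and 100% = 60 µM reference IDE inhibitor Ii1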
Target sequence (P14735 whole entry, looked up): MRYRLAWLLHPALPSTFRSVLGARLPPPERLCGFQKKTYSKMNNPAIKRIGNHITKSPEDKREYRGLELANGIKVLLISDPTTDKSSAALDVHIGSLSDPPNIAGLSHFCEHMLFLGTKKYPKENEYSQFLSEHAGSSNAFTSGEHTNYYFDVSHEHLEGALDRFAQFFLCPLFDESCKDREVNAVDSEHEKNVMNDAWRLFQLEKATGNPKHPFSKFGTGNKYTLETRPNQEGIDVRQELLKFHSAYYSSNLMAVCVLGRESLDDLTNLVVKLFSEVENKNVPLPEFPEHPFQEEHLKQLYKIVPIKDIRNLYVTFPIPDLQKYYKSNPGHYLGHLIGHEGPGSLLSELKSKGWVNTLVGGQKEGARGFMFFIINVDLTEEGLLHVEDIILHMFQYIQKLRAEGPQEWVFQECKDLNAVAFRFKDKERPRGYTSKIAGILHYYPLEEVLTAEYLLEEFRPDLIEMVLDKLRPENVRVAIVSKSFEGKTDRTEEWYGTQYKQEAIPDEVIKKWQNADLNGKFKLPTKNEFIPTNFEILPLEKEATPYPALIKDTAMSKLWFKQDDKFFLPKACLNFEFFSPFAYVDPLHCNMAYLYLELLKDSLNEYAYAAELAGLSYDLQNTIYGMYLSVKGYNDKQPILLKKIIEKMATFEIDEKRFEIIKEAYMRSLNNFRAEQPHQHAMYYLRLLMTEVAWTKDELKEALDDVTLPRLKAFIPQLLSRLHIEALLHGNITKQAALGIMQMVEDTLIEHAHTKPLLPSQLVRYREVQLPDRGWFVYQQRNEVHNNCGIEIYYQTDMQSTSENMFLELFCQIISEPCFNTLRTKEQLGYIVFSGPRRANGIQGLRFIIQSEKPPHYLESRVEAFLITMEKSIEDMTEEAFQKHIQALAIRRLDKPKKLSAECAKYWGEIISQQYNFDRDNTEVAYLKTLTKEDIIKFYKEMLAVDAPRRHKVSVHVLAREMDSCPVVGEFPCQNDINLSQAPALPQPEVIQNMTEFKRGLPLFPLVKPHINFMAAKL
IMP-1 inh: inhibitors of Pseudomonas aeruginosa IMP-1 metallo-beta-lactamase; inhibition, % at 5.6 µM; purified IMP-1, nitrocefin hydrolysis, epi-absorbance fluorescence; AID 1556; 290,000 compounds, 0.45% hits;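 active = inhibition above the mean plus 3 SD of all compounds in the same screening run, cut at about 4.5% in these data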;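 note: 0% = IMP-1 with DMSO and 100% = DMSO wells lacking enzyme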
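Test system: recombinant IMP-1 enzyme, purified / Medium: HEPES buffer pH 7.1 with ZnSO4 and Brij 35 / Doses: single dose, 5.6 µM / Times: 25 °C, 15 min preincubation, 25 min reaction / Detection: Epi-absorbance via hydrolysed-nitrocefin quenching of white-plate fluorescence, 480/530 nm, EDTA stop / Evaluation: percent inhibition from optical density relative to buffer-blank wells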
NALP1 yeast inh: blocks the NALP1 inflammasome reconstituted in yeast | 280,000 compounds, 0.61% hits | AID 2071 | S. cerevisiae NALP1/ASC/caspase-1 growth, X-gal OD620, 72 h | inhibition, % at 10 µM; in the data active = inhibition mostly above about 24%, no sharp cut-off; inactive = mostly below about 32%; note: some compounds called inactive have numbers as strong as hits
VIM-2 inhibitor: inhibitors of Pseudomonas aeruginosa VIM-2 metallo-beta-lactamase; purified VIM-2, nitrocefin hydrolysis, epi-absorbance fluorescence; inhibition, % at 5.6 µM; 290,000 compounds, 0.89% hits;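 active = inhibition above the mean of all tested compounds plus 3 SD, cutoff set per screening run, cut at about 7.5% in these data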;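 note: red hydrolysis product quenches plate fluorescence so inhibitors raise well fluorescence; 0% = enzyme with DMSO and 100% = DMSO without enzyme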
IDE cell activ: activators of human insulin-degrading enzyme in cells. HEK cells, FAbeta-B cleavage, fluorescence polarization; 0% vehicle, 100% cell-free pure enzyme wells. P14735. 340,000 compounds, 0.073% hits. activation, % at 5.96 µM;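 active = activation above the mean of all tested compounds plus 3 SD, set per screening campaign, cut at about 17% in these data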
PfM18AAP inh: blocks P. falciparum M18 aspartyl aminopeptidase; AID 1822; recombinant PfM18AAP, H-Glu-NHMec fluorogenic cleavage; 290,000 compounds, 1.2% hits; inhibition, % at 7.35 µM;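 active = inhibition above the campaign mean inhibition over all tested compounds plus 3 SD, cut at about 28% in these data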;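 note: 0% = plate median of test compound wells and 100% = 2 mM ZnCl2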
p-CIP stab down: compounds decreasing mouse p/CIP protein stability | Q05BA5 | F442A p/CIP-EGFP cells, EGFP fluorescence, 16 h | decrease of EGFP signal, % at 10 µM | 290,000 compounds, 0.01% hits | AID 1984;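 active = EGFP signal decrease of at least 30% at 10 µM or well 3 SD below plate mean, unless failing retest; inactive = the rest, including hits failing retest or dose response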; note: some compounds called inactive have numbers as strong as hits; many of its hits are not listed in these tables
* marks the source's active call; other numbers are inactive results; / = no result given; & = joins results of further samples.

SMILES	PHOSPHO1 inh	GPR7 antagonist	IDE inh	IMP-1 inh	NALP1 yeast inh	VIM-2 inhibitor	IDE cell activ	PfM18AAP inh	p-CIP stab down
Cc1c(C(=O)N2C[C@@H](C)O[C@@H](C)C2)oc2c(F)cccc12	26.3	-11.1	9.0	-3.2	-16.1	-2.4	0.5	1.0	-4.5
Cc1ccc(-c2c(C)n([O-])c3c([n+]2=O)CCC3)o1	8.9	-7.9	-9.3	-3.1	4.1	-2.2	2.8	2.3	-6.4
N#Cc1ccccc1OCC(=O)OCC(=O)c1ccc2c(c1)NC(=O)CO2	41.1	-5.5	3.8	-2.5	3.2	-2.0	3.3	14.8	-2.0
O=[N+]([O-])c1ccccc1/C=C/CN1CCCC(CO)C1 (centres undefined)	/	-14.6	1.6	0.1	-24.2	-0.7	5.8	-4.7	9.0
O=C(NCCCN1CCN(c2ccccc2F)CC1)C1CC(=O)N(C2CCCC2)C1 (centres undefined)	-7.3	15.8	0.2	-3.0	3.7	-3.0	-1.5	-1.4	-14.4
Cc1ccc(NC(=O)CN(c2ccccc2)S(=O)(=O)N(C)C)cc1	4.5	4.0	-0.2	-2.4	10.2	-4.8	2.7	-3.3	-4.4
CC(Oc1ccc(Cl)cc1Cl)C(=O)Nc1ccc(O)cc1 (centres undefined)	18.0	-15.4	-0.3	-2.5	10.3	-2.8	2.4	4.9	-3.7
C=CCOC(=O)C1=C[C@H](C2CC2)[C@@H](CCCO)[C@H](OCC)O1	51.7	-2.7	4.6	-0.6	-1.3	0.1	2.4	-9.5	0.0
CCN1C(=NCC(C)C)N[C@@H](c2cccc(F)c2)C(C(=O)OC)=C1C	-13.0	15.8	3.1	-1.4	12.3	-1.2	-0.6	-5.0	0.5
CCN(CC)S(=O)(=O)c1ccc(Cl)c(NC(=O)COC(=O)/C=C/c2cc(OC)c(OC)c(OC)c2)c1	-3.3	-4.8	2.0	-3.5	27.6	-0.1	1.6	-5.2	3.1
COc1ccc(N2C(=O)CC(Cc3ccc(Br)cc3)C2=O)cc1 (centres undefined)	19.0	13.3	3.4	0.3	3.3	0.1	6.5	-2.2	-7.1
COc1ccc(/C=N/NC(=O)CCn2c3ccccc3c3ccccc32)cc1O	-3.4	3.8	-4.1	-2.0	29.3	-1.9	2.8	0.3	0.2
CCCn1c(=S)[nH]c2cc(C(=O)NCC3CCCO3)ccc2c1=O (centres undefined)	2.5	5.1	0.3	-1.6	5.2	-0.8	3.7	1.3	-11.2
Cn1nc(N)nc1N1CCN(c2ccc(F)cc2)CC1	16.2	-4.6	-2.8	-3.4	-2.1	-1.4	6.1	-0.5	15.2
CC1(C)CC(NC(=O)c2ccccc2C(=O)NC2CC(C)(C)NC(C)(C)C2)CC(C)(C)N1	-12.6	-5.7	1.1	-0.7	-7.6	-2.4	-0.2	6.3	-3.4

Laid out differently: results already given.
The line under a structure holds: PHOSPHO1 inh	GPR7 antagonist	IDE inh	IMP-1 inh	NALP1 yeast inh	VIM-2 inhibitor	IDE cell activ	PfM18AAP inh	p-CIP stab down
CCCn1c(=S)[nH]c2cc(C(=O)NCC3CCCO3)ccc2c1=O (centres undefined)
    2.5	5.1	0.3	-1.6	5.2	-0.8	3.7	1.3	-11.2
COc1ccc(N2C(=O)CC(Cc3ccc(Br)cc3)C2=O)cc1 (centres undefined)
    19.0	13.3	3.4	0.3	3.3	0.1	6.5	-2.2	-7.1

More structures follow.
SMILES	PHOSPHO1 inh	GPR7 antagonist	IDE inh	IMP-1 inh	NALP1 yeast inh	VIM-2 inhibitor	IDE cell activ	PfM18AAP inh	p-CIP stab down
CC(c1ccco1)N(C(=O)CSc1ccc(Br)cc1)c1ccccn1 (centres undefined)	6.3	3.0	-9.4	-3.2	7.0	-4.8	0.3	5.9	-21.4
CCCCN(CCCC)CCCN1CC(=O)N2[C@@H](Cc3c([nH]c4ccccc34)C2(C)C)C1=O	41.5	7.1	-2.9	-1.4	8.8	-3.1	1.9	-1.2	-4.4
Cc1ccc(-c2cc(C(=O)N/N=C/c3ccccc3O)n[nH]2)o1	32.0	-10.5	2.8	-1.2	-20.6	-2.1	10.7	12.9	-0.8
CC1Cc2nc(SCC(=O)N3CCOCC3)n(C)c(=O)c2S1 (centres undefined)	27.0	0.5	-0.1	-1.8	12.2	-0.1	2.0	-1.7	-55.4
Cc1ccsc1/C=N/NC(=O)Cc1cccn1C	-5.0	0.0	-2.2	-0.4	24.9	-0.8	4.1	1.0	-4.0
NC(=O)CC(NC(=O)c1ccc(Br)cc1)c1ccc(N2CCC(Br)CC2)c([N+](=O)[O-])c1 (centres undefined)	29.7	/	-2.1	/	/	/	4.9	/	-32.7
CC(=O)C(Sc1nc(NC(C)(C)C)nc(N(C)C)n1)C(C)=O	-7.5	-11.8	1.9	-2.1	-12.3	-1.4	5.7	-0.1	-2.2
COc1cccc(C(=O)N2CCN(Cc3ccco3)CC2)c1OC	16.0	-6.1	1.8	-4.0	6.1	-3.7	2.1	-2.1	5.2
CCOc1ccccc1-c1nc(CN2CCN(C(=O)c3ccco3)CC2)c(C)o1	18.5	-11.7	3.8	-2.7	12.5	-0.2	2.7	-2.2	5.2
c1csc(-c2nc(CN3CCSCC3)cs2)c1	41.2	-16.5	-1.4	-1.9	/	-5.1	3.3	2.2	-2.3
COC(=O)C1CCN(c2ccc(Cl)nn2)CC1	24.3	3.1	1.0	-3.2	11.6	-0.3	1.5	-3.5	4.4
Cc1ccc2c(C(=O)CN3CC(C)CC(C)C3)c(C)[nH]c2c1 (centres undefined)	28.0	2.3	3.3	-2.8	11.6	-0.5	-1.4	2.5	-3.3
COc1ccc(S(=O)(=O)Nc2c(F)cccc2F)cc1	42.9	-10.6	5.5	-2.3	3.2	-2.2	9.4	0.0	-0.3
COc1ccccc1/C=C/C(=O)OCC(=O)Nc1ccccc1Sc1ccccc1	-2.2	-5.0	-2.2	-2.4	24.9	-0.3	1.2	-12.4	-1.9
C/C(N)=C(/C#N)C(=O)COC(=O)COc1ccc(Cl)cc1	5.5	4.8	-4.2	0.3	1.7	-0.7	2.5&3.0	-7.2	-5.0
COc1cccc(NC(=O)N2CCOCC2)c1	6.3	-9.8	3.2	-2.0	10.5	-1.4	4.0	-2.8	-4.8
Cc1cccc2[nH]c(CN(C)C(=O)C3CCC(=O)N(C4CC4)C3)nc12 (centres undefined)	12.7	-15.5	0.6	-2.2	22.8	-0.7	3.5	-11.4	2.4
COc1cccc(/C=N/NC(=S)NCCc2ccccc2)c1OC	-2.0	-12.8	/	-2.3	-7.5	-0.4	2.2	-2.0	11.3
O=C(COC(=O)c1cccnc1)Nc1ccc2c(c1)OCO2	36.7	1.4	0.2	-0.8	4.5	-0.7	2.5	-1.1	0.3
COc1ccc(CCNC(=O)/C(C#N)=C2\N=C(NC(=O)c3cccs3)c3ccccc32)cc1	-4.5	-6.7	6.6	-4.3	32.9	-2.8	-1.4	0.6	2.0
CCOC(=O)C(Nc1ccc2ccccc2c1)C(=O)OCC	-2.8	1.8	3.0	-2.3	44.8	-2.9	-0.3	-4.2	-14.8
FC(F)Oc1ccc(NC(=S)N2CCN(Cc3ccccc3)CC2)cc1	3.2	8.5	4.2	-3.3	-13.4	-1.5	4.3	-3.4	-9.5
COc1cc(C2C(C(=O)c3ccc(C)o3)=C(O)C(=O)N2CCCn2ccnc2)cc(OC)c1OC (centres undefined)	32.7	-12.1	-2.1	0.0	9.1	1.9	1.5	-0.4	-11.2
CCC(C)C(NC(=O)C1CCC(C)CC1)C(=O)NCc1cccnc1 (centres undefined)	-4.7	-1.8	1.0	-1.5	19.9	0.2	4.1	-3.5	2.9
CCN(CC(=O)Nc1c(F)cccc1F)C(=O)C1CCCN(C(=O)c2ccc(Cl)cc2)C1 (centres undefined)	-0.6	-3.4	-0.2	-2.7	11.8	-2.7	5.1	0.7	-10.8
CC(OC(=O)CCC(=O)c1ccc(F)cc1)C(=O)NC1CCCCC1C (centres undefined)	27.0	-11.4	0.8	-2.3	-1.1	-0.8	3.6	-0.3	7.6
Cc1cc(NCCO)c2cc(O)ccc2n1	-0.4	-8.0	3.1	-6.7	-0.6	-1.1	-4.2	-81.2	2.8
Clc1ccc(Oc2cnns2)cc1Cl	-0.5	-4.6	-0.7	-3.8	-11.7	-6.5	8.8	10.9	10.8
CCc1nnc(NC(=O)c2ccc3c(c2)C(=O)N(C(C)(C)C)C3=O)s1	12.6	-6.3	-6.5	-1.9	14.3	-0.5	-0.9	2.8	-6.1
Cc1cccc(N=C2NN=C(c3c[nH]c4ccccc34)CS2)c1	-2.0	5.0	0.3	-3.6	18.1	-2.3	1.9	3.8	3.9
CCOC(=O)[C@H]1[C@H]2COc3cc(OC)ccc3[C@@H]2N2C(=O)N(c3ccc(Cl)cc3)C(=O)[C@@]12C	-24.2	6.3	-4.7	1.5	16.0	-0.3	-7.0	-1.8	-3.6
CCC1Sc2ccc(S(=O)(=O)CCC(=O)NC3CCCCCC3)cc2NC1=O (centres undefined)	35.5	-10.1	-2.8	-1.5	17.4	-3.8	7.0	-1.6	-5.0
O=C1CCC([N+](=O)[O-])C(c2ccc(F)c(Br)c2)N1 (centres undefined)	29.2	-3.3	-2.4	-2.4	-41.6	-2.3	-1.9	-3.2	-6.4
CCCC(=O)Nc1nnc(SCC(=O)NCc2ccc3c(c2)OCO3)s1	-43.4	2.6	-0.8	-2.2	-2.0	-4.8	-4.1	-1.5	18.3
COc1ccc(Br)cc1CNC(=O)C1CCN(S(=O)(=O)N2CCCC2)CC1	2.3	-3.9	3.0	-0.4	21.9	-2.1	-0.1	-2.0	3.0
CCCCOCCCNC(=O)N[C@H](C(=O)OC)C(C)CC (some centres undefined)	-54.4	2.0	-1.9	-1.8	/	-3.5	7.3	2.1	-8.0
NC(=O)C1CCN(C2CC(=O)N(c3cccc(F)c3)C2=O)CC1 (centres undefined)	1.3	3.5	-1.6	-1.3	7.3	-3.1	2.9	-3.2	3.9
O=c1[nH]c2ccccc2nc1C(F)(F)C(F)F	-5.4	-8.5	0.3	-2.7	25.4	-0.2	7.8	-1.1	-2.3
O=C(Cn1c(NCCCO)nc2ccccc21)c1ccc(Cl)cc1Cl	/	5.2	-2.7	-5.0	4.6	-2.7	0.5	0.5	-7.9
COC(=O)c1ccc(NC(=O)CSc2nnc(-c3ccccc3)n2C)cc1	-13.3	-4.5	6.0	0.0	-12.5	-0.3	-16.8	-5.4	11.4
Cc1cc(C)nc(/N=C(\N)Nc2cccc([N+](=O)[O-])c2)n1	-21.1	-5.9	5.0	-2.7	0.5	-1.3	5.8	-0.8	-7.9
COC(=O)c1c(O)cc(C(C)(C)C)n(-c2ccccc2)c1=O	18.9	-0.4	9.7	-5.2	6.9	-0.3	0.0	2.2	-2.9
Cc1ccccc1S(=O)(=O)Nc1ncnc2scc(-c3ccccc3)c12	-10.5	-0.2	-4.4	-3.2	21.2	1.5	3.4	-0.8	1.7
Cc1ccc(C2CC(C(F)(F)F)n3nc(C(=O)Nc4c(C)n(C)n(-c5ccccc5)c4=O)cc3N2)cc1 (centres undefined)	-3.6	-19.5	-3.0	-2.1	-5.1	-1.4	-7.3	-0.4	13.2
Cc1ccc(CS(=O)Cc2ccc(C(=O)NCc3ccccc3Br)o2)cc1 (centres undefined)	22.5	-0.8	1.0	-0.8	19.2	-2.4	2.0	-8.9	-15.0
Cc1ccccc1-c1nnc(SCC(=O)NC2CCCCC2)o1	-22.9	-8.5	1.8	-4.7	0.5	-4.1	-0.6	-3.6	-1.2

Bioassay records (PubChem)
